SIAE primary – human SIAE inhibitors, primary screen, biochemical, fluorescence polarization, FP-Rh probe, 1536-well HTS. SIAE FP-Rh probe binding. 370,000 tested, 0.69% active. AID 1053197, 2014. inhibition, % at 9.66 µM. Sialate O-acetylesterase (Homo sapiens), Q9HAT2;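 active means inhibition above a cutoff: mean of compounds within the control limits plus 3 SD of those, cut at about 17% in these data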;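 further: 0% = plate median of compound wells and 100% = probe without SIAE protein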
Target sequence (Q9HAT2 whole entry, looked up): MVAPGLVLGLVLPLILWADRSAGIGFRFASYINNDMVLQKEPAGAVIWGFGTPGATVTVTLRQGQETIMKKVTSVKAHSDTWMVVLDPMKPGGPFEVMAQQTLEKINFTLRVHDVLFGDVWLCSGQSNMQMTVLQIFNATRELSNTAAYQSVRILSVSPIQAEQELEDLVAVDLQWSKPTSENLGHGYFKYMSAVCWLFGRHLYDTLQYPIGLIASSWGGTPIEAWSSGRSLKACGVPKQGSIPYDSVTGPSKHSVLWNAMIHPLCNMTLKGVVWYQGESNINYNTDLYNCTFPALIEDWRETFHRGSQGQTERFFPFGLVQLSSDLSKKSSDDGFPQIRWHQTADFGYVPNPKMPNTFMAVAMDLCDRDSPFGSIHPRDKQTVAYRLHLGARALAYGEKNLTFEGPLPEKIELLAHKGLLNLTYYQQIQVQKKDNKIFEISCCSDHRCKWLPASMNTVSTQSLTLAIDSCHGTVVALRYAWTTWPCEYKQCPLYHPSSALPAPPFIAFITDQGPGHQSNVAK
TCR-CD3 inh – inhibitors of human TCR-CD3 interaction, primary screen, biochemical, fluorescence, TAMRA-labeled TCR probe | T-cell receptor (TCR) | inhibition, % at 9.4 µM | 360,000 tested, 0.37% active | AID 651800, 2012; in the data active means inhibition above about 19%;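 further: recombinant mutant TCR 2C K166C tagged with TAMRA read by polarization; 0% = receptor in buffer alone and 100% = receptor with positive control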
PRMT1 FP inh – PRMT1 methyltransferase inhibitors, primary screen, biochemical, fluorescence polarization. AID 652257, 2013. inhibition, % at 2.79 µM. 370,000 tested, 1.3% active. recombinant PRMT1, activity-based probe fluorescence polarization. Protein arginine N-methyltransferase 1 (Homo sapiens), Q99873;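 active means inhibition above about 21% made by adding two undisclosed values, limit read from the data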
MBD2 DNA inh – inhibitors of MBD2 binding to methylated DNA, primary screen, biochemical, TR-FRET, DNA-binding domain, human; MBD2 binding to methylated oligonucleotide; inhibition, % at 4.4 µM; 370,000 tested, 0.31% active; in the data active means inhibition above about 13%
Target sequence (Q9UBB5 whole entry, looked up, the tested form may be a part): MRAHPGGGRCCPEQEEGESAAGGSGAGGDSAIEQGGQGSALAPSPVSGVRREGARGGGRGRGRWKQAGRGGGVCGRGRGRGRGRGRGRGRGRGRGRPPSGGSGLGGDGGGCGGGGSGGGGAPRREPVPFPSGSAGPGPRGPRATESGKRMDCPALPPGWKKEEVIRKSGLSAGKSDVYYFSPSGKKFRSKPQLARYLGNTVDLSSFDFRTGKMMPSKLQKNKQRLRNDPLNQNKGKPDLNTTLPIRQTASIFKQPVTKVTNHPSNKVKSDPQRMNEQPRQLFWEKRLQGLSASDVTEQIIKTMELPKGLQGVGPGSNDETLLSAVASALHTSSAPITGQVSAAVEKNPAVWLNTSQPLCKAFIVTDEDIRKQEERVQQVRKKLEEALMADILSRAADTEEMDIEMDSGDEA
UHRF1 MBD2 ctr – UHRF1 methylated DNA binding inhibitors, primary screen, counter-screen for MBD2 inhibitor project, biochemical, TR-FRET, human UHRF1, single concentration; E3 ubiquitin-protein ligase UHRF1 (Homo sapiens), Q96T88; UHRF1 binding to methylated oligo; inhibition, % at 4.4 µM; 370,000 tested, 0.75% active; AID 687016, 2013; in the data active means inhibition above about 21%;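 further: UHRF1 SRA domain binding a hemimethylated CpG hairpin DNA probe; 0% = median of test compound wells and 100% = reference inhibitor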
Tn6 DDE FP – inhibitors of Tn6 peptide binding to fibrin DD(E), primary screen, biochemical, fluorescence polarization, human fibrin, Tn6 probe. AID 720509, 2013. inhibition, % at 8.3 µM. 370,000 tested, 0.21% active. Fibrin DD(E) TRITC-Tn6 fluorescence polarization displacement. Fibrinogen beta chain (Homo sapiens), P02675;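 active means inhibition above a per-campaign cutoff: mean of compounds within control limits plus 3 SD, cut at about 15% in these data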;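 further: 0% = median of all compound wells on the plate and 100% = blocking peptide control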
proKLK7 act – proKLK7 zymogen activators, primary screen, biochemical, fluorescence intensity | activation, % at 7 µM | 370,000 tested, 0.9% active | AID 652039, 2013 | Kallikrein-7 (Homo sapiens), P49862 | purified proKLK7, EDANS-DABCYL substrate fluorescence; 100% is mature enzyme control, 0% vehicle;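 active means activation above the mean of all tested compounds plus 3 SD, computed per campaign excluding outliers beyond control limits, cut at about 13% in these data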
DDE Tn7 FP inh – inhibitors of Tn7 peptide binding to fibrin DD(E), primary screen, biochemical, fluorescence polarization, human fibrin, Tn7 probe; inhibition, % at 8.3 µM; Fibrinogen beta chain (Homo sapiens), P02675; FP displacement of FITC-Tn7 peptide from fibrin DD(E); 0% = median of compound wells per plate; 370,000 tested, 0.13% active;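 active means inhibition above the mean of compounds falling within the control limits plus 3 SD of them, cut at about 14% in these data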;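 further: 0% = plate median of compound wells and 100% = 10 µM Aha-Tn7 peptide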
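Assay system: Human fibrin DD(E) protein | Medium: Tris buffer with calcium and detergent, pH 7.8 | Reagent: 0.1 µM fluorescent Tn7 | Compound dosing: Single point at 8.3 µM | Times: 10 min preincubation, 3 h with tracer, room temperature | Detection: Fluorescence polarization of the labelled Tn7 tracer | Controls: Aha-Tn7 high control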
TDP2 inh – human TDP2 enzyme inhibitors, primary screen, biochemical, epi absorbance, recombinant enzyme. T5PNP hydrolysis, p-nitrophenol absorbance 415 nm. 370,000 tested, 0.34% active. inhibition, % at 12.8 µM. AID 720702, 2013;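 active means inhibition above the mean of all tested compounds plus 3 SD, set per campaign, cut at about 25% in these data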;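 further: 0% = DMSO with enzyme and 100% = buffer with substrate but no TDP2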
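System – recombinant human TDP2 · Amount – 120 nM TDP2 per well · Buffer or medium – Mg2+-containing Tris-HCl buffer, pH 7.5 · Reagent – T5PNP substrate, 5 mM · Dosing – 12.8 µM single point, 1% DMSO · Incubation – 2 h at 37 °C · Measured by – epi absorbance · Read-out basis – percent inhibition · Benchmarks – high control without enzyme, low control DMSO plus TDP2 · Repeats – singlicate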
LEDGF integ inh – blockers of LEDGF/p75-dependent integrase strand transfer – biochemical, TR-FRET, high throughput, primary screen; 370,000 tested, 0.64% active; TR-FRET IN-LEDGF/p75 DNA integration, Eu/Cy5; AID 743269, 2014; inhibition, % at 3.7 µM;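 active means inhibition above the screen-wide mean plus 3 SD, cut at about 13% in these data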;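 further: signal is the Cy5 over europium emission ratio at 671 and 618 nm; 0% = plate median of compound wells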
Active calls of the source: *; nt = not tested or not shown.

SMILES	SIAE primary	TCR-CD3 inh	PRMT1 FP inh	MBD2 DNA inh	UHRF1 MBD2 ctr	Tn6 DDE FP	proKLK7 act	DDE Tn7 FP inh	TDP2 inh	LEDGF integ inh
CCCn1nc(NS(=O)(=O)c2cccc3nonc23)c2cc3cc(C)ccc3nc21	5	7	2	-7	1	-4	-0.1	3	7	-1
COc1cc(NC(C)C(=O)N2CC(C)OC(C)C2)cc(OC)c1 (configuration not stated)	4	1	9	-2	-4	8	-0.9	5	11	-1
CC(=O)c1ccc(NC(=O)CSC(=S)N2CCCC2)cc1	-3	3	2	-3	6	-1	0.4	4	-2	-5
COc1ccc2nc(SCC(=O)NC(C)c3ccccc3)[nH]c2c1 (configuration not stated)	15	5	-3	-10	-2	3	-0.1	8	-4	2
CCN(CC(=O)Nc1ccc2c(c1)OCCO2)C(=O)c1cccc(S(=O)(=O)N2CCOCC2)c1	-1	1	0	4	-3	2	-0.2	2	13	-2
COc1ccc(NC(=O)COC(=O)CCSc2ccccc2)cc1OC	6	-2	-2	5	3	-12	-0.3	-5	1	-4
CCOC(=O)c1cnn(-c2cc(C)c3ccccc3n2)c1N	-5	-6	0	5	4	-4	-0.5	-8	-4	0
CCC1Oc2ccc(C)cc2N(CC(=O)NCCCN2CCN(Cc3ccccc3)CC2)C1=O (configuration not stated)	8	1	-2	2	-1	-1	-0.6	-4	10	1
O=C(Nc1ccccc1)OCCN1C(=O)CCC12CCC(c1ccccc1)CC2 (configuration not stated)	-3	nt	-2	3	-3	-2	0.3	1	6	1
COc1ccc(NC(=O)COC(=O)CN2C(=O)NC(C)(C)C2=O)cc1	-2	-11	4	7	1	-7	-0.5	7	1	-3
Cc1occc1-c1nnc(SCC(=O)Nc2ccccc2)n1C(C)c1ccccc1 (configuration not stated)	-2	0	1	2	-3	-5	-0.5	-3	3	-1
CC(C)(C)n1cnc2cc(NCc3cccs3)ccc21	5	3	0	3	2	-2	1.0	1	-3	-3
CC(c1nc2ccccc2[nH]1)N(C(=O)Cc1csc2ccccc12)c1cccnc1 (configuration not stated)	2	-1	-2	-3	1	-7	0.0	-7	-6	5
O/N=C1/CCc2cccc3cccc1c23	-3	-2	4	0	-3	5	-6.6	2	3	3
CC1(C)Cc2c(c(N3CCCC3)nc3sc(C(=O)Nc4ccccc4)c(N)c23)CO1	11	7	6	6	-2	-4	-14	0	19	-1
CCOc1ccc(CCNC(=O)c2ccc(Oc3ccccc3)cc2)cc1OCC	1	nt	-3	2	1	0	nt	0	-9	-2
O=C(NCc1ccc(Cl)cc1)c1ccc(-c2ccccc2C(F)(F)F)o1	-17	5	0	3	-2	-13	0.2	3	6	-2
CC(=O)c1ccc(S(=O)(=O)Nc2ccc(N3CCOCC3)cc2)cc1	10	8	-1	-4	1	2	0.5	-8	6	-2
O=C(O)C1C2C=CC(O2)C1C(=O)NCc1ccc2c(c1)OCO2 (configuration not stated)	10	2	4	5	7	-5	-0.1	-6	5	2
O=C(CSc1nnc(-c2cccs2)o1)Nc1cc(Cl)cc(Cl)c1	1	nt	-2	-1	1	-1	-1.0	-5	-6	0
C=CCn1c(C)cc(C(=O)COC(=O)CCc2cc(OC)c(OC)c(OC)c2)c1C	6	-1	2	-4	-1	-4	0.8	1	3	3
O=C(Nc1ccccc1N1CCOCC1)c1cc(-c2ccco2)nc2ccccc12	0	-2	7	4	5	5	-0.4	3	0	-1
O=C(Nc1cccnc1)c1cccc(-c2cc3ccccc3oc2=O)c1	-38	0	1	-2	1	-1	0.3	6	8	1
C/C(=N\NC(=O)c1ccccc1O)c1ccc(NC(=O)Cc2ccccc2)cc1	18*	6	1	-4	-2	-7	-0.8	-2	-2	0
Cc1[nH]c2ccc(OC(F)(F)F)cc2c1CCN1C(=O)c2ccc(C(=O)O)cc2C1=O	4	1	-6	-2	-2	-2	-0.7	1	10	3
O=C(c1cc(C2CC2)nn1-c1ccccc1)N1CCN(S(=O)(=O)c2ccc(F)cc2)CC1	0	-4	0	2	-4	-5	0.3	8	-1	-3
COC(=O)c1cc(-c2cccc(OCc3ccccc3)c2)c(=O)n2c1CCC2	-2	nt	4	4	-1	1	-66	1	0	7
CN(C)c1cc[n+](CC(=O)Nc2ccc(Oc3ccccc3)cc2)cc1	3	3	0	0	-1	-2	-0.3	-2	-6	-1
Clc1ccc(-c2cc(CSc3cccc(Cl)c3)on2)cc1	-4	-1	2	6	5	-8	0.0	1	-16	-5
COc1ccccc1NS(=O)(=O)c1ccc(NC(=O)c2ccncc2)cc1	-5	-2	-2	3	-1	-6	0.6	-2	9	3
COc1ccc(-n2c(SCC(=O)Nc3cc(C(=O)O)ccc3C)nc3ccccc3c2=O)cc1Cl	1	3	-1	3	0	0	0.8	-8	-7	6
Cc1nc(CNS(=O)(=O)c2ccc3c(c2)OCCO3)cs1	3	0	-5	-4	-2	0	0.0	0	-1	0
COc1ccc(C(C(=O)NC2CCCCC2)N(C(=O)c2sc(C)nc2C)c2ccccc2C)cc1 (configuration not stated)	-5	-2	-1	-4	-1	-3	0.6	-4	-16	8
CCOc1ccc(CN(C)C(=O)CNC(=O)C2CCCCC2)cc1	2	-1	0	-1	-2	-6	-0.3	-3	5	-3
Cc1nc2sc(C(=O)NC3CC3)c(N)c2c(C)c1Cl	3	nt	6	-3	-5	2	3.5	-2	-1	-2
O=C(COc1ccc2c3c(c(=O)oc2c1)CCCC3)NCc1ccncc1	0	7	0	1	2	-6	0.0	-2	17	3
CCOC(=O)CN1CC23C=CC(O2)C(C(=O)Nc2cc(OC)ccc2OC)C3C1=O (configuration not stated)	17*	-9	0	1	4	6	0.1	5	10	-1
COc1cc(OC)c2c(O)c3c(=O)cc(C)oc3c(-c3c(OC)cc4cc5c(c(O)c4c3O)C(=O)CC(C)(O)O5)c2c1 (configuration not stated)	-7	nt	-4	7	3	-6	-3.5	-1	2	2
CN1CCN(c2ccc(S(=O)(=O)N3CCCCC3)cc2NC(=O)Cc2c(F)cccc2Cl)CC1	4	-7	3	2	2	-2	0.3	4	-3	-2
Cc1ccc(N(C(=O)CNC(=O)c2ccco2)C(C(=O)NC2CCCC2)c2ccncc2)cc1 (configuration not stated)	3	5	-2	2	-3	-9	0.0	5	13	0

Complete entries, looked up by structure. Screens in order: SIAE primary, TCR-CD3 inh, PRMT1 FP inh, MBD2 DNA inh, UHRF1 MBD2 ctr, Tn6 DDE FP, proKLK7 act, DDE Tn7 FP inh, TDP2 inh, LEDGF integ inh
Cc1ccc(N(C(=O)CNC(=O)c2ccco2)C(C(=O)NC2CCCC2)c2ccncc2)cc1 (configuration not stated) is listed as 3, 5, -2, 2, -3, -9, 0.0, 5, 13, 0
O=C(COc1ccc2c3c(c(=O)oc2c1)CCCC3)NCc1ccncc1 is listed as 0, 7, 0, 1, 2, -6, 0.0, -2, 17, 3
CCOC(=O)CN1CC23C=CC(O2)C(C(=O)Nc2cc(OC)ccc2OC)C3C1=O (configuration not stated) is listed as 17*, -9, 0, 1, 4, 6, 0.1, 5, 10, -1
Cc1nc2sc(C(=O)NC3CC3)c(N)c2c(C)c1Cl is listed as 3, nt, 6, -3, -5, 2, 3.5, -2, -1, -2

The list goes on:
SMILES	SIAE primary	TCR-CD3 inh	PRMT1 FP inh	MBD2 DNA inh	UHRF1 MBD2 ctr	Tn6 DDE FP	proKLK7 act	DDE Tn7 FP inh	TDP2 inh	LEDGF integ inh
Cc1cccc(CN2C(=O)c3ccccc3Sc3ccc(C(=O)NCCCN4CCOCC4)cc32)c1	2	0	-2	-4	3	3	-0.4	3	-1	1
Cc1ccc(C)c(/C=C2\CCn3c2nc2cc(C(=O)O)ccc2c3=O)c1	-3	4	0	-2	-1	0	0.2	-1	-4	-2
CCCC(=O)N1CCN(c2nc3ccccc3s2)CC1	1	2	2	-8	-2	4	-0.2	10	2	-1
Cc1nc(-c2cn[nH]c2-c2ccc(O)cc2O)cs1	2	-1	-2	-2	1	4	-0.3	-11	-1	1
COCCN(C(=O)c1cc(-c2ccco2)nc2ccccc12)c1c(N)n(Cc2ccccc2)c(=O)[nH]c1=O	42*	10	83*	6	4	-1	1.2	4	5	6
CC1CCCC(C)N1/N=C/c1ccccc1OC(F)F (configuration not stated)	4	6	1	2	14	-2	-0.3	7	6	-1
CCOc1ccc(S(=O)(=O)N(C)c2ccc(OCC(=O)NCCc3ccc(OC)cc3)cc2)cc1	7	-3	-4	3	1	6	-0.1	5	-14	2
COc1ccc(OCCN2CCC(C(=O)NC(c3ccc(C)cc3)c3ccccn3)CC2)cc1 (configuration not stated)	5	-7	-6	3	5	-12	0.0	2	-6	2
CC(=O)Nc1ccc(S(=O)(=O)NC2CCS(=O)(=O)C2)cc1Cl (configuration not stated)	-2	1	1	0	0	0	0.4	-9	1	2
CN(C)C(CNC(=S)Nc1cccc(Cl)c1)c1cccnc1 (configuration not stated)	6	8	-1	-1	-3	0	-0.2	0	0	2
COc1ccc(Nc2cc(C)nc3ccccc23)cc1	-1	0	3	2	1	4	-0.6	-1	6	-5
COc1cccc(C(=O)/C=C/c2ccc(N3CCCCC3)c([N+](=O)[O-])c2)c1	8	-8	1	4	4	-3	0.1	3	1	2
COC(c1ccccc1)c1nnc(CCC(=O)N(C)CCOc2ccccc2)o1 (configuration not stated)	0	-3	2	2	2	-6	0.0	5	4	2
CCOc1ccc(CN(C(=O)/C=C/c2ccco2)C2CCS(=O)(=O)C2)cc1 (configuration not stated)	-5	3	10	-4	0	2	-0.2	6	0	-6
CCOC(=O)N1CCN(C(=O)CSCc2ccc(C)cc2)CC1	14	2	-2	6	-4	-1	0.1	-2	0	-7
CCNC(=S)Nc1ccc(N2CCCCC2)cc1	-2	-9	6	2	15	9	0.4	8	5	-6
CCCn1c(=O)c(C(=O)NCCc2ccc(OC)cc2)c(O)c2ccccc21	0	10	0	1	1	7	-0.2	-1	-9	1
COc1ccc(C2=NN(CCC(=O)NCc3cccs3)C(=O)CC2)cc1	1	5	-3	-6	-2	-4	0.1	0	0	6
Nc1c(C(=O)Nc2ccc3c(c2)OCCO3)nnn1Cc1cccc(Br)c1	-7	6	-1	0	2	-4	1.7	4	4	4

Screens (PubChem BioAssay)
